High-throughput results from PubChem.
F508del corr – F508del CFTR correction, initial screen, CFBE line, single point; 350,000 tested, 0.36% active; activity (quench increase), % at 7.58 µM; CFBE cells, YFP halide quenching; stimulated with forskolin plus potentiator P3; % fluorescence drop versus neutral controls;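 active = mean added fluorescence quench of at least 8% versus neutral control, with both replicates also reaching 8%; inconclusive = only one of the mean or replicate conditions met; inactive = mean below 8% and not both replicates reaching 8%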;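 also: cells transiently co-express mutant CFTR-F508del with the halide-sensitive YFP; corrector assay measuring rescue of mutant channel to the surface after 24 h compound exposure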
GSIS activator – GLuc luminescence reporter in INS-1E cells, primary screen for activators of glucose-dependent secretion of insulin | INS-1E GLuc reporter insulin secretion, 2-3 h | activation, % at 16.6 µM | 370,000 tested, 0.61% active | AID 743287, 2014;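 active = lowest replicate activation of at least 40%, so every replicate reaches that level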;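 also: 0% = median of neutral control wells and 100% = median of IBMX positive control wells; some compounds called inactive have numbers as strong as hits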
Xi reactivation – activators of inactive X chromosome reactivation, primary screen, imaging, XiGFP fibroblasts, GFP high-content imaging, set 2; activation, % at 7.58 µM; 360,000 tested, 0.055% active; XiGFP mouse fibroblasts, % GFP-positive cells imaging, 3 d; cells co-treated with 5-aza-dC sensitizer; scaled so ellipticine positive control = 100%;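 active = mean normalized replicate activation at least 10% and every replicate at or above 10%; inconclusive = only one of the two criteria met; inactive = mean below 10% and not all replicates reach 10%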;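 also: 0% = median of on-plate neutral control wells and 100% = ellipticine 6 µM median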
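Assay system: SV40-immortalized XiGFP fibroblast cells, line 68-5-11; buffer or medium: DMEM plus 5-aza-dC sensitizer; compound: one concentration, pinned; timing: compounds 3 days, fix/stain 15 min at room temperature; benchmarks: positive control ellipticine, 6 µM final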
E-sel inducer – E-selectin induction in HUVECs, primary screen, imaging, HUVEC, immunofluorescence imaging, single point; normalized: neutral wells 0, TNF-alpha wells 100; P16581; activation, % at 7.58 µM; AID 686992, 2013; 260,000 tested, 0.37% active;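 active = mean E-selectin-positive cell signal at least 10% of the positive control, reached in at least 60% of replicates, without over 20% cell loss; inconclusive = no rule given, readout overlaps actives, possibly toxicity-flagged; inactive = the rest, including those meeting only one limit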;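 also: in these data hits start at about 27%; measured in HUVEC primary endothelial cells; signal is the percent of cells scored E-selectin positive by PE staining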
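assay system = HUVEC, human umbilical vein endothelial cells | input = 3,000 HUVEC seeded per well | medium = EGM-2 growth medium on 0.1% gelatin-coated wells | dosing = one compound dose added by pin transfer | signal = immunofluorescence imaging | read-out basis = % PE-positive cells | control set = TNF-alpha, DMSO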
RAD52 anneal inh – RAD52 DNA annealing inhibitors, primary screen, biochemical, FRET, single point, set 2 | DNA repair protein RAD52 homolog (Homo sapiens), P43351 | inhibition, % at 18.7 µM | recombinant RAD52 DNA annealing, FRET fluorescence | AID 651710, 2012 | 360,000 tested, 0.46% active;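 active = every replicate showing at least 50% inhibition; inconclusive = mean inhibition at least 50% but not in every replicate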
Target sequence (P43351 whole entry, looked up): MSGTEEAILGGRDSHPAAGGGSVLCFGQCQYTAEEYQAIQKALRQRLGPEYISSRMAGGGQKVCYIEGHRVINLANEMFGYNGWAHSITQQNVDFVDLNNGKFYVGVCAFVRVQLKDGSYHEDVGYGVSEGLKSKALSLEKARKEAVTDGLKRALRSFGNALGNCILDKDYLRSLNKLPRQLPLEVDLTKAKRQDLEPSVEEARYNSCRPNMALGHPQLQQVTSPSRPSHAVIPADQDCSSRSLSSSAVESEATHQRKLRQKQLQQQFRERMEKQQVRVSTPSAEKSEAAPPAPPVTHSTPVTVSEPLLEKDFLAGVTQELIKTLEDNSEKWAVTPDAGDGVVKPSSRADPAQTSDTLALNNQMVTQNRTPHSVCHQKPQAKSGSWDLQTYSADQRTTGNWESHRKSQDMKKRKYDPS
RAD54 inh – inhibitors of human RAD54 branch migration, primary screen, biochemical, fluorescence, single point; RAD54 Holliday junction branch migration, FAM/BHQ fluorescence; inhibition, % at 10.4 µM; 360,000 tested, 0.14% active; AID 602329, 2012;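 active = mean normalized replicate activity at least 40 and at least half of replicates scoring 40 or more; inconclusive = only one of the two criteria met; inactive = mean below 40 and under half of replicates reaching 40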;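 also: 0% = median of neutral control wells and 100% = median of positive control wells; inhibitors cause a drop in the FAM fluorescence signal; in these data hits start at about 50%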
Casp6 inh – human caspase-6 inhibitors, primary screen, biochemical, VEID-R110 fluorescence, single point, set 2; P55212; purified caspase-6, Z-VEID-R110 cleavage fluorescence; inhibition, % at 12.5 µM; 350,000 tested, 0.53% active;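 active = mean inhibition across replicates at least about 35%, with every replicate also reaching that limit, limit read from the data; inconclusive = only one of the two criteria met; inactive = neither criterion met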;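 also: 0% = median of neutral control wells and 100% = no fluorescence left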
Target sequence (P55212 24-179 limits assumed): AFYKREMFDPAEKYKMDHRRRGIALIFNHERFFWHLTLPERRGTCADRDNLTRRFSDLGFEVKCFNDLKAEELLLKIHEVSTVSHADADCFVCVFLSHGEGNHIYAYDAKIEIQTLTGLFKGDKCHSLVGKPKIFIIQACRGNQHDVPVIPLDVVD
Target sequence (P55212 194-293 limits assumed): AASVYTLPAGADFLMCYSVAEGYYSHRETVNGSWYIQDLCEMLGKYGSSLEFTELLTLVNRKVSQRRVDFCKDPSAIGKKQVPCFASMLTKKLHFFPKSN
DENV2 CPE – inhibitors of DENV2 cytopathic effect, primary screen, cell-based, plate reader, single concentration; 350,000 tested, 1.7% active; CPE inhibition, % at 9.99 µM; DENV2-infected cells, cytopathic effect rescue; AID 651640, 2012; in the data active = CPE inhibition above about 20%, passing the limit was not always enough; inconclusive = no clear call, values can overlap the other calls; tested in BHK-21 cells;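 also: 0% = median of neutral control wells and 100% = median of positive control wells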
Numbers without * were called inactive; ? = inconclusive; nt = not tested or not shown.

SMILES	F508del corr	GSIS activator	Xi reactivation	E-sel inducer	RAD52 anneal inh	RAD54 inh	Casp6 inh	DENV2 CPE
N#CC1=C(N)Nc2ncnn2C1c1ccc([N+](=O)[O-])cc1 (stereo not given)	-0.2	-12	0.9	nt	-4	nt	-4	7
Cc1cc(C(=O)NC2CCCCC2C)c2ccccc2n1 (stereo not given)	2.6	31	0.0	-0.7	-12	0	3	-10
CC1=C(C(=O)Nc2ccc(Cl)cc2C(=O)N2CCC(C(N)=O)CC2)SCCO1	-0.6	-4	0.0	nt	-23	-13	nt	-5
O=C(C[C@H]1CC[C@H]2[C@@H](COC[C@@H](O)CN2C(=O)c2ccc(F)cc2)O1)NCCCN1CCOCC1	-0.8	11	0.0	-0.1	1	-3	3	20*
O=C(CCSc1nc2ccccc2o1)Nc1ccccc1	-1.2	17	0.0	nt	-18	nt	-3	-1
COc1ccc(NS(=O)(=O)c2cc(NC(=O)c3cc(=O)c4ccccc4o3)ccc2OC)cc1	-2.7	nt	0.0	0.2	-4	nt	1	2
COc1ccc(NC(=O)N(C)C[C@@H]2OCCCC[C@@H](C)Oc3ccc(NS(=O)(=O)c4ccc(C)cc4)cc3C(=O)N([C@H](C)CO)C[C@@H]2C)cc1	-0.3	-6	0.2	nt	5	-10	-1	-2
COc1ccc(NC(=O)N2CCCC2C(=O)Nc2cccc(C)c2C)cc1 (stereo not given)	0.5	10	-0.1	nt	3	-2	-5	0
COc1ccc(NC(=O)Nc2ccc3c(c2)C(=O)N([C@@H](C)CO)C[C@@H](C)[C@H](CN(C)C(=O)Nc2ccc(F)cc2)OCCCC[C@H](C)O3)cc1	2.3	-36	0.0	0.3	2	nt	-18	11
CN(CCC#N)c1ccc(/C=C(\C#N)c2ccccn2)cc1	-1.4	22	0.6	3.5	-69	-18	-3	10
O=C(Nc1ccc(F)cc1)C(Sc1nnc2ccccn12)c1ccccc1 (stereo not given)	-0.1	-20	0.1	nt	-8	nt	0	-12
Nc1nc(C(=O)N2CCOCC2)nn1C(=O)c1ccc(Cl)cc1	5.1	10	0.1	0.7	-5	-3	-3	-5
CCc1ccc(C(=O)OCC(=O)c2c(N)n(CC(C)C)c(=O)n(C)c2=O)cc1	-1.6	-26	0.0	nt	-11	nt	0	-5
CC(C)[C@H](NS(=O)(=O)c1cccc(C(F)(F)F)c1)C(=O)OCC(N)=O	-0.1	-2	0.3	nt	-8	-11	3	-2
CNC[C@H](Cc1ccccc1)NC[C@@H](Cc1cccc2ccccc12)NCCc1ccc(C)cc1	0.2	2	-0.3	0.2	39	25	-6	3
Cc1noc(C)c1NC(=O)N[C@@H]1C=C[C@@H](CC(=O)Nc2ccc(-c3ccccc3)cc2)O[C@H]1CO	-2.5	1	0.3	-0.1	0	-7	2	-2
Oc1ccc[n+](CC(O)c2ccccc2)c1 (stereo not given)	-2.0	4	0.0	-0.2	-5	-5	-2	3
Nc1[nH]c(C(=O)c2ccccc2)c(-c2cccc3ccccc23)c1C(=O)c1cccs1	-1.4	18	-0.2	-0.2	-15	nt	-1	9
COc1cc(C=NNC(=S)Nc2ccc(S(=O)(=O)N3CCCCC3)cc2)cc(OC)c1OC	2.1	nt	0.0	nt	-47	-6	-1	-5
COC(=O)C[C@H]1CC[C@@H]2[C@H](COc3ccc(NC(=O)c4ccccc4)cc3C(=O)N2C)O1	0.9	4	-0.1	0.0	-7	-10	3	4
CC1CCC(=NNS(=O)(=O)c2ccc([N+](=O)[O-])cc2)CC1 (stereo not given)	0.6	2	0.1	nt	-11	nt	-3	0
CO[C@H]1CN(C)C(=O)c2ccc(NC(C)=O)cc2OC[C@H](C)N(C(=O)c2cccnc2)C[C@H]1C	2.7	-2	0.5	-0.3	-9	-6	2	11
O=S(=O)(NC1=NCCC1)c1cccc(NS(=O)(=O)c2ccc(F)c(Cl)c2)c1	1.8	16	0.0	nt	-5	-1	1	-9
C[C@H](CO)N1C[C@H](C)[C@H](CN(C)C(=O)Nc2cccc3ccccc23)Oc2c(NC(=O)Nc3ccc(C(F)(F)F)cc3)cccc2C1=O	-1.6	nt	nt	nt	8	0	-1	2
O=C(C[C@H]1C[C@H]2c3cc(NC(=O)c4ccc5c(c4)OCO5)ccc3O[C@H]2[C@H](CO)O1)NCc1ccc(Oc2ccccc2)cc1	-1.8	3	0.3	0.0	8	-5	2	-1
CCOc1ccc(C(CC(=O)O)NC(=O)c2cccs2)cc1 (stereo not given)	nt	-3	0.0	nt	-3	-4	1	-5
CN(C)c1nc(N)c2nccnc2n1	-3.1	nt	0.1	-0.3	-46	1	0	-1
CN(C)c1c(F)cc(C(=O)NC(=O)NCc2cccnc2)cc1F	3.2	10	0.0	-0.2	-5	7	-10	3
CC(C)Oc1ccc(CNC(=S)N/N=C/c2ccc([N+](=O)[O-])cc2)cc1	2.5	-4	nt	nt	-18	6	-1	-3
COCCNC(=O)CSc1ncnc2sc(-c3ccccc3)cc12	0.1	3	-0.1	3.2	-19	nt	-1	-6
CC1CCN(CC(=O)Nc2ccc(S(=O)(=O)N3CCCCC3)cc2)CC1	1.5	-6	0.0	nt	-13	-11	-3	0
Cc1noc(C)c1S(=O)(=O)Nc1ccc2c(c1)CC(=O)N([C@@H](C)CO)C[C@H](C)[C@H](CN(C)Cc1ccc(C(=O)Nc3ccccc3N)cc1)O2	-0.8	7	0.9	nt	9	nt	6	61*
O=C(NC1CCOCC1)C1CCC(=O)N(CCc2ccc(Cl)cc2)C1 (stereo not given)	0.6	-8	0.0	?	-11	1	-4	4
CC(C)(C)OC(=O)CNC(=O)c1[nH]cnc1C(=O)NCCCCCNC(=O)OC(C)(C)C	1.6	nt	0.2	nt	-4	-2	3	-5
CCNC(=O)c1cc2c(c(-c3cccc(-c4cc5ccccc5o4)c3)n1)[C@@H](CCO)N(C(=O)NC(C)C)C2	-2.6	8	0.0	0.3	-10	nt	1	12
COc1ccc(CN(C(=O)c2cc(=O)c3ccccc3o2)C2CCS(=O)(=O)C2)cc1OC (stereo not given)	-1.5	0	0.0	nt	2	-2	-9	-1
CC(=O)Oc1ccc(-c2ccc(C(=O)Nc3cccc(S(=O)(=O)N4CCOCC4)c3)cc2)cc1	-4.9	-9	0.0	nt	-8	nt	4	-6
C[C@H](CO)N1C[C@H](C)[C@@H](CN(C)Cc2cccc(F)c2)Oc2ncc(-c3ccccc3F)cc2C1=O	-2.2	-1	-1.2	0.1	-4	7	-6	-3
C[C@@H]1CN([C@H](C)CO)C(=O)c2cccc(NC(=O)Nc3ccc(C(F)(F)F)cc3)c2O[C@@H]1CN(C)S(=O)(=O)c1cccs1	2.7	-26	0.1	?	-13	-1	-2	12
CCOC(=O)CSc1nnc(-c2ccc([N+](=O)[O-])cc2)o1	-3.4	2	0.1	nt	-9	nt	3	20
Cc1nc2cc(C(F)(F)F)ccc2n1CCNc1nc(-c2ccc(F)cc2)cs1	-2.2	nt	0.1	0.1	-13	-2	-4	11
O=C1NC[C@H](CCCCN2C[C@H](Cc3ccccc3)N(CCc3ccc(O)cc3)C(=O)C2=O)N(CCc2ccccc2)C1=O	0.8	13	0.0	-0.1	-6	nt	4	-4
c1ccc(COC2CCCN(Cc3nc(-c4cccs4)no3)C2)nc1 (stereo not given)	0.5	-30	-0.1	nt	-7	nt	-2	-2
O=C(NC(Cc1ccccc1)C(=O)O)/C(=C/c1ccco1)NC(=O)c1cccc([N+](=O)[O-])c1 (stereo not given)	-1.5	-15	0.0	nt	-25	-7	0	1
NC(=O)C1CCN(c2nc(-c3ccc(F)cc3)cs2)CC1	-1.4	1	0.0	-0.1	-10	3	1	5

Only DENV2 CPE and E-sel inducer, for 2 of the compounds above:
| Structure | DENV2 CPE | E-sel inducer |
| --- | --- | --- |
| CC(=O)Oc1ccc(-c2ccc(C(=O)Nc3cccc(S(=O)(=O)N4CCOCC4)c3)cc2)cc1 | -6 | nt |
| O=C(NC1CCOCC1)C1CCC(=O)N(CCc2ccc(Cl)cc2)C1 (stereo not given) | 4 | ? |

Returning to the listing, repeating the four entries before the break.
SMILES	F508del corr	GSIS activator	Xi reactivation	E-sel inducer	RAD52 anneal inh	RAD54 inh	Casp6 inh	DENV2 CPE
O=C1NC[C@H](CCCCN2C[C@H](Cc3ccccc3)N(CCc3ccc(O)cc3)C(=O)C2=O)N(CCc2ccccc2)C1=O	0.8	13	0.0	-0.1	-6	nt	4	-4
c1ccc(COC2CCCN(Cc3nc(-c4cccs4)no3)C2)nc1 (stereo not given)	0.5	-30	-0.1	nt	-7	nt	-2	-2
O=C(NC(Cc1ccccc1)C(=O)O)/C(=C/c1ccco1)NC(=O)c1cccc([N+](=O)[O-])c1 (stereo not given)	-1.5	-15	0.0	nt	-25	-7	0	1
NC(=O)C1CCN(c2nc(-c3ccc(F)cc3)cs2)CC1	-1.4	1	0.0	-0.1	-10	3	1	5
CN1CCN(C(=O)[C@@H]2[C@@H](CO)[C@@H]3Cn4c(ccc(C5=CCCC5)c4=O)[C@@H]3N2Cc2nccs2)CC1	0.6	17	0.4	-1.7	-32	8	-3	?
CCC(CC)c1nnc(NC(=O)c2cccc(S(=O)(=O)N3CCOCC3)c2)s1	2.3	nt	0.4	0.7	-17	7	-1	-8
Cc1ccc(-c2nc(SCC(=O)N(C)c3c(N)n(Cc4ccccc4)c(=O)[nH]c3=O)n[nH]2)cc1	0.0	21	0.0	-0.3	-5	3	2	-7
Cc1ccc(S(=O)(=O)N2CCOCC2)cc1C(=O)NC(C)CCc1ccccc1 (stereo not given)	-1.6	-15	0.3	nt	-17	0	2	-2
O=C(c1ccccc1)N1C[C@@H]2[C@H](c3ccccc31)[C@H](CO)N2Cc1ccccn1	-4.4	-3	0.0	0.3	-23	6	0	-10
C[C@@H]1CCCCO[C@@H](CN(C)C(=O)Nc2ccc(C(F)(F)F)cc2)[C@H](C)CN([C@@H](C)CO)C(=O)c2cc(NS(=O)(=O)c3cn(C)cn3)ccc2O1	-2.4	-13	0.1	6.5	-37	-7	30	13
COC(=O)C(Cc1ccccc1)NC(=O)c1cccc(S(=O)(=O)N(C)C)c1 (stereo not given)	-4.9	0	0.1	nt	-11	-9	2	3
COc1cccc(CNC(=O)C[C@@H]2CC[C@H](NC(=O)C3CCC3)[C@@H](CO)O2)c1	0.8	5	-0.1	-0.4	2	-7	1	-1
O=C(Nc1sc(-c2ccccc2)cc1C(=O)O)c1ccccc1	2.5	-56	0.0	6.9	-5	-8	4	0
CCO[C@@H]1OC(C(N)=O)=C[C@H](C2CC2)[C@H]1CCCO	0.8	40	0.0	0.0	-15	3	0	nt
